High-throughput results deposited in PubChem BioAssay by Sanford-Burnham Center for Chemical Genomics.
PfG6PD inh: PfG6PD (Plasmodium falciparum) enzyme inhibition. PfGluPho enzyme, NADPH resazurin-diaphorase fluorescence. inhibition, % at 20 µM. actives 0.78% (n = 350,000);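 active = inhibition reaching at least a set limit at 20 µM in the primary screen, cut at about 59% in these data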;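 note: 0% = DMSO wells with substrate and 100% = DMSO wells lacking glucose-6-phosphate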
HKDC1 inhibitor: HKDC1 (human) hexokinase inhibition. recombinant HKDC1, G6PDH/diaphorase resazurin coupled fluorescence. inhibition, % at 20 µM. actives 0.16% (n = 340,000). AID 493160;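 active = inhibition above about 35% when tested at 20 µM, limit read from the data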;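 note: plate controls were DMSO wells with enzyme for no effect and DMSO wells lacking enzyme for full effect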
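Test system: HK5 enzyme. Quantity: 5 µg/mL HK5 final. Reagent: glucose and ATP substrates. Schedule: 90 min reaction incubation at room temperature, dark. Technique: resazurin-to-resorufin fluorescence via G6PDH and diaphorase coupling, 525/613 nm. Control set: DMSO wells with and without enzyme mix.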
ATG4B inh: ATG4B (human) cysteine protease inhibition. Q9Y4P1. ATG4B cleavage of LC3-PLA2, NBD-HPC fluorescence, 1 h. inhibition, % at 8.33 µM. actives 0.51% (n = 340,000). AID 504462; in the data active = inhibition above about 40%
Target sequence (Q9Y4P1 whole entry, looked up): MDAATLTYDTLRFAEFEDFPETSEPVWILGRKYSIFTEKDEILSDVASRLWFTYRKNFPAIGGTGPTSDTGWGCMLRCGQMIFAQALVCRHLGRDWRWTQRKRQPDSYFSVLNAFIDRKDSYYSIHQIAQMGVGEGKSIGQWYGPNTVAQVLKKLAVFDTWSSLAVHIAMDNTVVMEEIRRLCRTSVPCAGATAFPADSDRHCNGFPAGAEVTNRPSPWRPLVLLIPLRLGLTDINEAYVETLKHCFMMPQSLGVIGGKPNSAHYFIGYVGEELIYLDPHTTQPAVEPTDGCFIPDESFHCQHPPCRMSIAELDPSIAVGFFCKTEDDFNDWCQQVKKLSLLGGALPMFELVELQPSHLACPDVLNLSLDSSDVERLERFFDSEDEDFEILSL
SENP6 inh: blocks the human protease SENP6; actives 1.8% (n = 330,000); Q9GZR1; Recombinant SENP6 catalytic domain, aminoluciferin luminescence; inhibition, % at 10 µM;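 active = inhibition above about 50% at the single tested dose, limit read from the data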;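 note: plate controls were DMSO wells with enzyme for no effect and DMSO wells lacking enzyme for full effect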
SENP8 block: SENP8 (human) protease inhibition; recombinant SENP8, Nedd8 substrate fluorescence; inhibition, % at 20 µM; actives 0.64% (n = 360,000); in the data active = inhibition mostly above about 40%, no sharp cut-off; inactive = mostly below about 27%
Target sequence (Q96LD8 whole entry, looked up): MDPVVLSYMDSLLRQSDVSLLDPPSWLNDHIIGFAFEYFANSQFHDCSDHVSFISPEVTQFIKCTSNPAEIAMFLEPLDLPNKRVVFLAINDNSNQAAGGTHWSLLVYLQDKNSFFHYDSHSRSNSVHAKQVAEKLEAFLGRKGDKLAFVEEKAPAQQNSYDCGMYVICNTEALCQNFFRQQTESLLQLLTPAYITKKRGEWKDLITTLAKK
SENP7 inh: inhibitors of human SENP7 protease | Q9BQF6 | recombinant SENP7, Z-RLRGG-aminoluciferin luminescence, 40 min | inhibition, % at 5 µM | actives 1.5% (n = 330,000) | AID 434973;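 active = inhibition above about 50% at the single test dose, limit read from the data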;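 note: plate controls were DMSO with enzyme for no effect and no enzyme buffer wells for full effect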
Target sequence (Q9BQF6 706-1050 limits assumed): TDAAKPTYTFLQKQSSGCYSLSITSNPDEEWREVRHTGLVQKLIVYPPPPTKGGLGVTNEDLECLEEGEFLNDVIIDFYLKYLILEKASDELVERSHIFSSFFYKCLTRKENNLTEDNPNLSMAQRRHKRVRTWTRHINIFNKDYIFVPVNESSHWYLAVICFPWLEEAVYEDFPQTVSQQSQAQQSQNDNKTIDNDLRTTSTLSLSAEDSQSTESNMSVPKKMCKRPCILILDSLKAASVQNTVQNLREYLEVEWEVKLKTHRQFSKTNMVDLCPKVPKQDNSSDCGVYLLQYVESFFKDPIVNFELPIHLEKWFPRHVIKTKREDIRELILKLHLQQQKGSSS
MPTP inh: blocks calcium-induced mitochondrial swelling; isolated mouse mitochondria, Ca2+ swelling absorbance, 30 min; inhibition, % at 10 µM; actives 1.4% (n = 360,000);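 active = inhibition of 50% or more, scaled per plate between neutral and stimulator controls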;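 note: 0% = DMSO wells given calcium and 100% = 1 mM EGTA wells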
NR3A LBD binder: modulates the human NR3A ligand-binding domain; AID 1259313; Tm shift relative to glycine control, % at 25 µM; actives 2.5% (n = 340,000); NR3A LBD differential scanning fluorimetry, Tm shift; 0% = protein alone, 100% = glycine-bound protein;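 active = melting temperature shift of at least 10% of the positive control shift, at one fixed dose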
Starred values were filed as active, the others as inactive; . = not tested or not shown.

no.	molecule	MPTP inh	PfG6PD inh	SENP6 inh	SENP7 inh	ATG4B inh	NR3A LBD binder	HKDC1 inhibitor	SENP8 block
1	CN1C(=O)C2(NC(=O)c3ccccc3N2C)c2ccccc21 (stereo unspecified)	1.2	10	-5	-3	10	-1	-2	-50
2	CCCS(=O)(=O)N1CCCC(C(=O)Oc2ccc(Cl)cc2)C1 (stereo unspecified)	-1.5	-2	-15	-15	-10	-1	-5	4
3	Cc1nc2cc(Cl)ccc2n1CCO	-2.2	-12	-9	-6	6	-1	-10	15
4	Cc1nc(C)c(C(=O)OCC(=O)N2CCN(c3ccccc3)CC2)s1	1.3	-7	0	-2	-6	-1	-4	8
5	O=c1cc2c(nn1Cc1ccc(Cl)cc1)-c1ccccc1CC2	-1.5	-25	6	10	-2	-6	3	-63
6	CSCC[C@H](NC(=O)OC(C)(C)C)C(=O)NCC1CCC(C(=O)O)CC1 (stereo partly specified)	-0.2	-3	-17	0	3	1	-6	18
7	Cc1cc(NC(=O)c2noc3c2CCCC3)nn1Cc1ccc(Cl)cc1	-0.6	9	-8	-3	-3	3	5	25
8	Cc1ccc(F)c([C@H]2[C@H]3C=CC[C@@H](C)[C@@H]3C(=O)N2Cc2ccccc2)c1	0.9	2	-19	3	-3	-1	8	8
9	CCN(CC)c1ncnc2c1cnn2Cc1ccc(Cl)cc1	-0.5	9	13	5	-4	-2	-2	41*
10	CC(=O)Oc1cccc(C(=O)Nc2cccc(C(=O)Nc3ccccc3C(=O)O)c2)c1	0.3	-27	10	5	-5	0	0	-4
11	Cc1cccc(CCNC(=O)C2CCC(=O)N(Cc3ccc(Cl)cc3)C2)n1 (stereo unspecified)	0.5	7	-10	5	0	-1	-4	-5
12	COc1cccc(CNc2ccc3c(c2)nc(C)n3C)c1OC	4.5	21	2	13	-1	-2	-6	-74
13	CC(C)(CO)Nc1nc(Cl)nc(NC2CCCCC2)n1	2.1	1	-11	-5	0	1	-5	10
14	Cc1ccccc1OCCN1C(=O)C(=O)c2cccc(C)c21	-2.9	22	-8	0	10	-1	25	17
15	CC(C)C(=O)O/N=C(\N)c1ccc(Oc2ccc(Cl)cc2)c([N+](=O)[O-])c1	1.8	-5	-7	-1	0	-2	3	19
16	CN1CCC(CNC(=O)Nc2ccccc2)(c2ccccc2)CC1	-0.2	-2	-2	-3	1	-1	-4	4
17	CCN(CC)CCn1c2ccccc2c2cnc(N)c(C#N)c21	-1.2	-20	-14	-2	9	-1	4	-468
18	COc1cccc(C(=O)NC2CCSC2=O)c1 (stereo unspecified)	-1.8	-18	-6	-1	-3	1	-7	-2
19	O=C(NNC(=O)c1ccccc1[N+](=O)[O-])Nc1ccc(Cl)cc1	0.6	-6	-7	1	-7	1	-11	1
20	CC(NC(=O)Oc1cccc2ccccc12)c1ccccc1 (stereo unspecified)	-2.1	5	.	.	-2	-1	-1	-111
21	COc1ccc(CNC(=O)c2ccc(CS(=O)c3ccccc3)o2)cc1 (stereo unspecified)	-1.3	-2	12	11	-2	-1	-7	-2
22	CCOCCn1c2ccccc2c2nc3ccccc3nc21	-0.3	20	-3	14	14	-2	0	-294
23	O=C(c1cc2cc(F)ccc2[nH]1)N1CCN(c2cccc(Cl)c2)CC1	0.8	-8	11	-3	1	4	-1	10
24	COc1ccc(CNC(=O)C[C@H]2C(=O)N(Cc3ccccc3)C[C@@H]2Cc2ccccc2)cc1	0.3	15	2	-3	-2	-1	0	17
25	CN(C)C(CNC(=O)CCC(=O)c1ccc(Br)cc1)c1ccccc1 (stereo unspecified)	0.6	32	6	1	1	1	-5	8
26	COc1ccc([N+](=O)[O-])cc1NC(=O)COC(=O)Cc1cc(OC)c(OC)c(OC)c1	1.5	21	-39	-7	-19	1	-6	25
27	CCOc1ccc(C(=O)Nc2ccc(S(=O)(=O)Nc3nccc(C)n3)cc2)cc1OCC	-0.3	-1	-2	15	0	-1	-5	20
28	C[C@@]12C(=O)N(c3cccc(Cl)c3)C(=O)N1[C@H](c1ccc(Cl)cc1)[C@@H]1C(=O)N(C3CCCCC3)C(=O)[C@@H]12	0.4	2	1	4	-10	9	3	11
29	CCCC[n+]1ccn(-c2nc3ccccc3nc2[N-]S(=O)(=O)c2ccccc2)c1	-2.4	3	8	5	-15	4	12	-295
30	O=C(CCCN1C(=O)/C(=C/c2cccc(Br)c2)SC1=S)NCCCN1CCOCC1	-0.9	17	-12	-16	-7	0	4	5
31	CN(CC1CCOCC1)C(=O)CC1C(=O)NCCN1C/C=C/c1ccccc1 (stereo unspecified)	-0.1	-14	-26	-2	0	1	-12	14
32	CC(=O)Nc1nc2ccccc2n1CCOc1ccccc1Cl	-0.9	-5	5	-11	1	-2	1	9
33	CCCc1cc(C(=O)Nc2ccc(C(C)=O)cc2)no1	-0.4	-2	7	0	-3	-3	2	11
34	CC(C)NCCCOc1ccc(C(C)(C)c2ccccc2)cc1	8.4	-7	-21	-1	0	0	-2	23
35	CCOC(=O)c1ccccc1NC(=O)c1ccccc1SC	-0.3	-10	-31	-8	4	4	-1	12
36	CCOC(=O)C(=O)N/N=C(/c1ccccc1)c1ccc(OC)cc1	2.4	3	3	1	-5	1	-4	7
37	CCOC(=O)c1c(NC(=O)COC(=O)c2nc(Cl)ccc2Cl)sc2c1CCC2	-0.2	-12	-10	4	-1	2	1	6
38	CCOC(=O)C1CCCN(CCC(=O)Nc2cccc(F)c2)C1 (stereo unspecified)	-0.5	-6	-13	0	-10	-10	-11	20
39	O=C(CNC(=O)c1ccc(Cl)cc1)c1ccc(Br)cc1	1.0	9	0	-2	-5	1	1	17
40	COc1ccc(OC)c(NC(=O)NCCc2c[nH]c3ccccc23)c1	-0.3	9	-6	1	-8	-5	2	20
41	CCOC(=O)/C(N=Nc1c(Br)cc(Br)cc1Br)=C(\C)O	0.1	-14	-2	1	-6	4	6	10
42	O=C(NC(=S)Nc1cccc([N+](=O)[O-])c1)C1CCCCC1	-0.8	4	-15	-1	-2	3	-3	11
43	O=C(c1cccc([N+](=O)[O-])c1)N1CCN(c2ccc(N3CCOCC3)nn2)CC1	-0.7	4	-10	-4	7	3	-3	-5
44	COc1cc2cc(C(=O)Nc3ccc4c(c3)OCCO4)[nH]c2cc1OC	-1.5	18	-2	0	-13	11*	-4	-54
45	COc1ccc(C(=O)NC2CCN(C(=S)Nc3cc(C)ccc3C)CC2)cc1	0.2	-7	-2	6	-14	0	9	6
46	C[C@H](CO)N1C[C@H](C)[C@@H](CN(C)C(=O)Nc2ccc3c(c2)OCO3)Oc2ccc(NC(=O)Cn3cnnn3)cc2C1=O	-2.2	19	-3	0	-4	-1	4	6
47	CNC(=O)CSc1ncnc2c1cnn2-c1ccccc1	-2.2	3	15	11	-3	-1	-5	-33
48	Cc1ccc(NC(=O)C(C)Sc2n[nH]c(CNc3ccccc3)n2)cc1 (stereo unspecified)	-0.4	-13	6	4	-3	-6	10	19
49	O=C(/C=C/c1ccccc1)NC(NC(=S)Nc1ccc(C(=O)O)cc1)C(Cl)(Cl)Cl (stereo unspecified)	6.4	11	-19	7	2	13*	-4	-1
50	CC[C@H](C)[C@@H](C(=O)NCCCCCCCCCCC(=O)N1CCNCC1)n1cc(CCCCN=C(N)N)nn1	1.6	10	1	-5	-10	2	-4	10
51	CCOc1ccc(NC(=O)C2C3C=CC4(O3)C2C(=O)N(Cc2cccnc2)C4C(=O)NC2CCCCC2)cc1 (stereo unspecified)	0.9	5	-15	4	0	0	-6	9
52	CC(=O)N1c2ccc(S(=O)(=O)N3CCCC(C(=O)NCc4ccccc4)C3)cc2CC1C (stereo unspecified)	-1.0	15	-7	2	-2	-1	-6	10
53	Cc1ccccc1C(=O)NC(=S)N(Cc1ccccc1)c1ccccn1	-0.6	37	-13	2	-2	4	1	-7
54	Fc1ccc(N2Cc3ccsc3C=N2)cc1	0.0	-14	-1	3	9	4	0	-23
55	O=S(=O)(Nc1ccc2ccccc2n1)c1ccccc1Cl	-1.4	7	6	-2	-4	0	1	-450
56	CCOc1ccc(N/C=C/C(=O)c2ccc(OC)cc2)cc1	-0.4	-5	4	3	2	2	-3	-69
57	COCCNC(=O)C(C)N(c1ccc(OC)cc1)S(C)(=O)=O (stereo unspecified)	0.3	-10	-2	2	-3	1	-8	6
58	Cn1cc(CN2CCN(Cc3ccc4c(c3)OCO4)CC2)c(-c2ccccc2F)n1	-0.8	-5	-5	-8	25	2	-4	10
59	CC1CCN(S(=O)(=O)c2cccc(S(=O)(=O)N3CCOCC3)c2)CC1	3.5	-11	11	1	-8	0	1	27
60	Cc1ccccc1NC(=O)/C(C#N)=C\c1ccsc1	-0.7	-6	10	4	8	-2	-2	23

The listing continues.
no.	molecule	MPTP inh	PfG6PD inh	SENP6 inh	SENP7 inh	ATG4B inh	NR3A LBD binder	HKDC1 inhibitor	SENP8 block
61	Cc1nc2ccccn2c1CN(C)C(=O)C1CCC(=O)N(Cc2cccc(F)c2)C1 (stereo unspecified)	-2.6	1	-6	-3	-4	2	-5	-75
62	Cn1c(CN2CCOCC2)nnc1SCC(=O)Nc1ccc2c(c1)OCCO2	-0.3	-4	13	7	6	0	2	12
63	CCOc1ccc2nc(SCC(=O)N(CCOC)c3c(N)n(Cc4ccccc4)c(=O)[nH]c3=O)[nH]c2c1	-1.5	-11	-13	-2	3	0	-7	-1
64	CC(C)(C)C(=O)Oc1cc(N)n(S(=O)(=O)c2ccccc2)n1	-0.2	2	3	13	0	1	6	17
65	COc1ccc(C2CC(=O)Nc3cc(OC)c(OC)cc32)cc1Br (stereo unspecified)	0.5	-19	-11	0	1	-4	-2	-18
66	Cc1ccc(NC(=S)N2CCC(N(C)CC3CCCO3)CC2)cc1C (stereo unspecified)	1.0	-9	-4	0	5	-2	-7	28
67	OC(CNC1CCCC1)COc1ccc(-c2ccccc2)cc1 (stereo unspecified)	2.0	5	0	11	11	-2	-5	-1
68	COC(=O)c1ccc(NC(=O)c2snnc2-c2ccccc2)cc1	0.2	-6	-2	2	-7	-2	10	9
69	C/C=C(\C)C(=O)NCCN1C2=NC[C@@H](C)N2C[C@H]1Cc1ccc(O)cc1	0.7	-4	-16	0	-1	-1	4	25
70	O=C(NNc1c(Cl)cccc1Cl)c1ccno1	0.8	0	-14	14	-4	1	-2	14
71	CCOC(=O)N1CCC(NC(=O)CSc2cc(=O)n(C)c3ccccc23)CC1	-0.5	5	19	-2	-5	0	-2	-28
72	O=C1CC(N2CCC(c3nc4ccccc4s3)CC2)C(=O)N1Cc1ccccc1 (stereo unspecified)	2.6	-1	-5	6	-6	0	-3	12
73	CN1CCN(S(=O)(=O)c2cccc(C(=O)NCCOc3ccccc3F)c2)CC1	-1.2	-4	-4	-5	-10	-1	-8	3
74	CN(C)c1ccc(C=NC(CO)C(O)c2ccc([N+](=O)[O-])cc2)cc1 (stereo unspecified)	2.0	5	-7	3	4	0	-5	16
75	COc1ccc(CNS(=O)(=O)NCc2ccc(OC)c(OC)c2)cc1	32	-8	5	-3	-7	1	-4	6
76	Cc1cccc(NC(=O)c2cccc(S(=O)(=O)Nc3ccccc3C(=O)O)c2)c1	0.1	-11	8	1	8	-1	-2	1

Complete entries, quoted from the list. Order of values: MPTP inh | PfG6PD inh | SENP6 inh | SENP7 inh | ATG4B inh | NR3A LBD binder | HKDC1 inhibitor | SENP8 block
Listed for Cn1c(CN2CCOCC2)nnc1SCC(=O)Nc1ccc2c(c1)OCCO2 : -0.3 | -4 | 13 | 7 | 6 | 0 | 2 | 12
Listed for CC(C)(C)C(=O)Oc1cc(N)n(S(=O)(=O)c2ccccc2)n1 : -0.2 | 2 | 3 | 13 | 0 | 1 | 6 | 17
Listed for CN(C)c1ccc(C=NC(CO)C(O)c2ccc([N+](=O)[O-])cc2)cc1 (stereo unspecified) : 2.0 | 5 | -7 | 3 | 4 | 0 | -5 | 16
Listed for Cc1nc2ccccn2c1CN(C)C(=O)C1CCC(=O)N(Cc2cccc(F)c2)C1 (stereo unspecified) : -2.6 | 1 | -6 | -3 | -4 | 2 | -5 | -75
